# Screening data as filed in PubChem.
# N-glyco inh – increase of ERlucT glycosylation luciferase signal, primary screen, N-linked glycosylation inhibitor project, D54 ERlucT cells, luminescence, set 2. D54 ERlucT glycosylation luciferase reporter, 24 h; percent of 100 nM tunicamycin response. reporter increase, % at 12.5 µM. 0.23% of 360,000 active;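 active means mean luciferase reporter signal, scaled so untreated is 0 and the glycosylation-blocking control 100, at or above a set limit in every replicate; inconclusive means mean reaches the limit but not every replicate does; inactive means mean below the limit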;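 further: luciferase carries N-glycosylation sites so blocking glycosylation raises the light; 0% = median of neutral control wells and 100% = median of 100 nM tunicamycin wells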
# MC4R barr agon – MC4R agonists recruiting beta-arrestin, primary screen, cell-based, luminescence, agonist arm of biased-ligand search; Melanocortin receptor 4 (Homo sapiens), P32245; U2OS MC4R beta-arrestin complementation; percent of melanotan II response, DMSO zero; activation, % at 8.9 µM; 0.98% of 360,000 active; AID 540308, 2011;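 active means activation above a per-plate cutoff, the mean activation of sample wells on that plate plus 3 SD, cut at about 8% in these data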
# Target sequence (P32245 whole entry, looked up): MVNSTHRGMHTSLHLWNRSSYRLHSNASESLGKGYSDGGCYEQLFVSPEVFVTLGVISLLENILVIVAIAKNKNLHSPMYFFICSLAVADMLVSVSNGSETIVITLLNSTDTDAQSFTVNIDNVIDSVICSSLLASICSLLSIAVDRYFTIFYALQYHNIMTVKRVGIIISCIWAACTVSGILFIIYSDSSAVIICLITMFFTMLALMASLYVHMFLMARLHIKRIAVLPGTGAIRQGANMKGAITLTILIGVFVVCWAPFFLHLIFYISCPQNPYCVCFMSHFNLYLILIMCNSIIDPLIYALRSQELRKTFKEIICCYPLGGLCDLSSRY
# TLR9-MyD88 inh – inhibitors of TLR9-MyD88 association in cells, primary screen, cell-based, CHO, BLA complementation, fluorescence; Toll-like receptor 9 (Homo sapiens) + Myeloid differentiation primary response protein …; CCF4 FRET ratio; inhibition, % at 4.98 µM; 0.21% of 340,000 active;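 active means inhibition above the mean over all tested compounds plus 3 SD, cut at about 21% in these data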;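 further: 0% = DMSO only wells and 100% = clavulanate BLA inhibitor control wells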
# ABCB6 inh MLPCN – ABCB6 transporter inhibitors, primary screen, K562-ABCB6 cells, flow cytometry, MLPCN library | AID 602162, 2011 | K562-ABCB6 porphyrin accumulation, 1 h; hits give low values | 0.19% of 360,000 active | fluorescence ratio to DMSO, % at 10 µM | ATP-binding cassette sub-family B member 6 (Homo sapiens), Q9NP58;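 active means fluorescence ratio to DMSO below 75%, the collection mean minus 3 SD; inconclusive means too few cells collected in the well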;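 further: signal is porphyrin accumulated inside mitochondria; 100% equals median channel fluorescence of DMSO control wells; lower ratio means ABCB6 inhibition with less porphyrin fluorescence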
# ABHD5 PLIN5 PPI – ABHD5-PLIN5 interaction inhibitors, primary screen, cell lysate, split luciferase complementation, luminescence; 0.78% of 360,000 active; Perilipin-5 (Homo sapiens) + 1-acylglycerol-3-phosphate O-acyltransferase ABHD5 (Homo …; inhibition, % at 4 µM; Split G. princeps luciferase complementation, 4 h;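 active means inhibition above the mean inhibition across every tested compound plus 3 SD, cut at about 22% in these data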;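 further: 0% = DMSO only wells and the 100% control is not disclosed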
# Vif inh – HIV Vif self-association inhibitors, primary screen, imaging, HEK293T, single point | inhibition, % at 7.49 µM | HEK293T cells, Vif self-association by quenched fluorescence, 24 h | 0.35% of 340,000 active; in the data active means inhibition above about 50%, passing the limit was not always enough; inconclusive means no clear call, values can overlap the other calls; inactive means below about 31%; further: some results filed as inactive read as strong as hits
# aDG glyco up – activators of alpha-DG glycosylation, primary screen, uHTS, Pro5-aDG cells, AlphaScreen. activation, % at 10 µM. alpha-DG glycosylation AlphaScreen (IIH6); 0% Pro5, 100% B10-LARGE cell signal. 0.22% of 360,000 active;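 active means activation of at least 8% versus controls, or a plate z-score of at least 8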;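 further: Pro5 are CHO cells carrying HIG-tagged alpha-DG that lacks glycosylation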
# MC4R antagonist – MC4R antagonists of cAMP signaling, primary screen, cell-based, TR-FRET, antagonist arm of biased-ligand search. Melanocortin receptor 4 (Homo sapiens), P32245. MC4R-expressing cells, MTII-stimulated cAMP, LANCE TR-FRET. inhibition, % at 6.5 µM. 0.48% of 360,000 active. AID 540295, 2011;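 active means inhibition above its plate's cutoff, the mean of tested wells on that plate plus 3 SD, cut at about 29% in these data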;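 further: 0% = Melanotan II alone and 100% = Melanotan II plus saturating MCL0020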
#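 Assay system: human MC4R-expressing U2OS cells; reagent: Melanotan II stimulation of cells; dosing: 6.5 µM single dose; timing: compound 30 min, challenge 1 h, detection 1 h; signal: TR-FRET cAMP assay; replicates: one well per compound, no replicates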
# Exocytosis inh – LAMP-1 surface exposure blockers, TALL-104 cells – cell-based, flow cytometry, MLPCN library, primary screen. 0.66% of 360,000 active. inhibition, % at 10 µM. TALL-104 LAMP-1 surface exposure; cells stimulated with thapsigargin and PMA;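 active means inhibition above about 55%, limit read from the data; inconclusive means no clear call, values can overlap the other calls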
# NOD2 RIPK2 PPI – NOD2-RIPK2 binding disruptors in cells, primary screen, fluorescence, CHO cells, BLA complementation. Receptor-interacting serine/threonine-protein kinase 2 (Homo sapiens), O43353. CCF4 ratio. inhibition, % at 4.98 µM. 0.38% of 360,000 active. AID 624267, 2012; in the data active means inhibition above about 21%;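 further: 0% = vehicle only and 100% = reference blocker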
# Target sequence (O43353 whole entry, looked up): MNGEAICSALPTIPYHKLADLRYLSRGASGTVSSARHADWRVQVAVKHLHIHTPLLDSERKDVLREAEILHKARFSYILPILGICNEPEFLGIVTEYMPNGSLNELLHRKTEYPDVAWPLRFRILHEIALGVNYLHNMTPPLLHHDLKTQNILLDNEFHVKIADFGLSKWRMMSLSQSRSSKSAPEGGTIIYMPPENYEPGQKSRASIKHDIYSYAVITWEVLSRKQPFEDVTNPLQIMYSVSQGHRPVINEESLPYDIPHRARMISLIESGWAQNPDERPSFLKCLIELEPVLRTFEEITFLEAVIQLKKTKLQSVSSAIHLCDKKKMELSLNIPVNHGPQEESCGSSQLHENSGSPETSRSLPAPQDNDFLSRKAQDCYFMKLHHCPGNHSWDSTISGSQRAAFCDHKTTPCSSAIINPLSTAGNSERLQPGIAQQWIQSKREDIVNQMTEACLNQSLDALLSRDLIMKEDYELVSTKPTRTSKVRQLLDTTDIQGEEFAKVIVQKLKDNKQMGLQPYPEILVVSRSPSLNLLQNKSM
# Numbers without * were called inactive; ? = inconclusive; / = no result given; & = joins results of further samples.
SMILES,N-glyco inh,MC4R barr agon,TLR9-MyD88 inh,ABCB6 inh MLPCN,ABHD5 PLIN5 PPI,Vif inh,aDG glyco up,MC4R antagonist,Exocytosis inh,NOD2 RIPK2 PPI
CCOc1ccccc1CNC(=O)C1Cc2cc(S(=O)(=O)N3CCCCC3)ccc2N1C(C)=O (stereo not given),1,-3.8,7,94,3,4,-0.1,6,-1,9
O=C(CCCCCNc1nc(=S)[nH]c2ccccc12)NCCc1ccc(Cl)cc1,-3,12*,-2,99,2,1,0.1,20,-2,-1
O=C(NC12CC3CC(CC(C3)C1)C2)c1cc(F)c(F)cc1Cl,0,-0.1,0,102,5,-4,0.0,-1,2,-1
CN1C/C(=C/c2ccsc2)C(=O)/C(=C/c2ccsc2)C1,4,-2.2,-5,107,56*,-4,-0.1,19,27,-8
CS(=O)(=O)Nc1ccc(-c2ccc(/C=C3\SC(N)=NC3=O)o2)cc1,0,-0.1,2,?,0,0,0.0,-2,3,-3
O=C1NC[C@@H](CCCCN2CCN(CCc3ccc(O)cc3)C(=O)C2=O)N(CCC2CCCCC2)C1=O,/,/,/,98,5,/,0.0,/,0,2
Cc1ccc(NC(=S)NCCc2c[nH]c3ccccc23)cc1,-1,-0.9,11,105,1,0,0.2,-3,-3,9
Cc1nnc(SCC(=O)NCc2ccco2)[nH]c1=O,0,1.2,3,98,6,9,0.1,2,-2,-14
CC(C)c1nc2sc3c(c2c(=O)[nH]1)CC(C)(C)OC3,1,-0.9,5,98,0,-4,0.0,7,-4,12
CC(C)C(NC(=O)c1ccccc1Cl)C(=O)OCc1nc2scc(-c3ccccc3Cl)c2c(=O)[nH]1 (stereo not given),3,-1.9,-3,97,-3,0,-0.2,-4,-3,-7
CC(=O)Nc1ccc(NC(=O)C(C)Sc2nnc(-c3cccs3)o2)cc1 (stereo not given),-1,0.2,-10,93,-1,-11,0.1,3,-2,-6
Cc1cccc(S(=O)(=O)NC(=O)C2(C)CCN2C(=O)C/C=C/c2ccccc2)c1 (stereo not given),3,1.4,/,88,8,15,-0.1,3,-4,-1
CC1CCN(C(=O)Cn2nnnc2CN2CCOCC2)CC1,1,-2.8,4,96,2,-3,-0.2,-2,-1,-1
Cc1cc(NS(=O)(=O)c2ccc(NS(=O)(=O)c3ccc(Br)cc3)cc2)no1,0,-3.0,-1,99,-5,-4,-0.2,7,-2,-10
O=C(O)c1cccc(Nc2ncnc3sccc23)c1,3,1.6,/,100,-3,1,0.0,-15,-1,-6
CC(=O)Nc1cccc(N)c1,0,-0.7,12,97,2,-13,-0.1,10,6,0
O=C(OCc1cc(=O)n2c(n1)sc1ccccc12)c1ccc(O)cc1,-2,-1.6,-1,95,1,-2,-0.3,-2,-2,0
COc1ccc(/C=C2\SC(=S)N(CCC(=O)N(CCO)c3ccccc3)C2=O)cc1OC,-2,1.6,13,92,-5,1,0.0,-1,-19,-8
CCCCc1ccc(NC(=O)CC(C)(C)C)cc1,-2,2.5,-11,105,-10,1,0.4,2,-2,-8
COc1ccc(C)cc1NC(=O)CSc1nc(=O)n(CCCN2CCOCC2)c2c1CCCC2,1,-2.6,-4,100,3,-2,0.3,8,0,1
CC(C)(C)C(=O)N1CCC(O)(CS(=O)(=O)Cc2ccccc2Cl)CC1,3,0.3,-3,93,-1,5,-0.1,1,0,-7
CC(=O)Nc1ccc2[nH]c3ccccc3c2c1,-1,-0.6,-2,99,1,0,0.0,-1,0,-6
O=C(CO/N=C/c1cccc([N+](=O)[O-])c1)NC1CCCCC1,0,1.4,-4,100,-8,0,0.0,6,-5,-2
COc1ccc(CCC(=O)Nc2nc3ccccc3[nH]2)cc1,0,-0.1,-3,86,-2,-4,-0.1,10,-2,5
COC(=O)Cc1c(O)ccn(C2CC2)c1=O,2,-1.2,-5,102,0,11,-0.3,8,-2,5
CC(NC(=O)CN(C)CC(=O)Nc1ccc(F)c(F)c1F)c1ccccc1 (stereo not given),0,-2.2,-2,101,-5,2,-0.3,-1,-3,-2
CCC(C)Sc1cc(-c2nc3ccc(Cl)cn3c2NC2CCCCC2)ccc1OC (stereo not given),-9,0.2,-3,105&92,-10&-11,-5,0.5&0.2,0,23&13,8&9
O=C(O)c1cc(S(=O)(=O)N2CCN(C(c3ccccc3)c3ccccc3)CC2)ccc1Cl,0,0.2,-8,95,3,-8,0.0,-3,0,0
Cc1nnc(NC(=O)CSc2nnc(CNC(=O)c3ccccc3F)n2C(C)C)s1,5,-1.8,-3,92,3,28,-0.1,7,-4,-7
O=C1CCCc2ccccc2N1Cc1cccc(Cl)c1,-4,-0.5,2,96,-2,-6,0.0,10,2,2
Cc1cc(C)c(S(=O)(=O)N(C)CC(=O)NCc2cccnc2)c(C)c1,1,-0.6,5,94,1,-4,-0.1,12,-10,0
Cc1ccc(C2/C(=C(/O)c3cnn(-c4ccccc4)c3C)C(=O)C(=O)N2CCN2CCOCC2)o1 (stereo not given),-3,-1.3,-2,105,1,5,-0.2,2,3,-8
Cc1[nH][nH]c(=O)c1C(c1ccc(-c2ccc(C(=O)O)cc2)o1)c1c(C)[nH][nH]c1=O,7,-1.7,-2,104,-40,?,-0.2,-12,-3,-8
COc1ccc(Br)cc1CN1CCN(C(=O)c2ccco2)CC1,2,-0.8,-22,100,1,-4,0.3,9,12,-7
COCCNC(=O)CN1CCC(NC(=O)c2ccco2)CC1,2,-1.2,1,101,1,1,-0.2,10,0,-11
CC1=C(C)/C(=N\OS(=O)(=O)c2ccc(C)cc2)C=CC1=O,-10,1.1,3,120,61*,22,-0.1,16,46,58*
C[C@H](CO)N1C[C@H](C)[C@H](CN(C)S(=O)(=O)c2ccccc2)Oc2c(NS(C)(=O)=O)cccc2C1=O,1,-0.9,-5,91,-13,1,-0.3,14,0,-2
C/C(CCc1ccccc1)=N\NC(=O)C1C2CCCCC21 (stereo not given),1,-5.3,-9,97,-6,1,-0.5,0,0,-14
C=C(C)COc1ccc(-c2nc(N)ncc2-c2ccc(OC)c(OC)c2)c(O)c1,-2,-0.7,-8,97,0,-1,0.1,20,-7,1
COc1ccc(NCc2nnc(SCC(=O)Nc3ccc(OC)cc3)n2C)cc1,3,-0.8,-1,97,-7,-3,-0.3,2,-4,-13
CC(C)(C)S(=O)(=O)/C(C#N)=C/Nc1ccccn1,1,2.4,/,99,-8,1,-0.1,14,-2,6
CCOc1ccc2[nH]c(C)c(CN(C)C)c(=O)c2c1,0,-1.0,6,103,-3,7,0.1,11,-2,6
COc1ccc(CC/C(C)=N\NC(N)=O)cc1,0,-0.3,2,100,-6,5,-0.2,0,4,-5
COC(=O)C(CC(C)C)NC(=O)C(Cc1ccccc1)NC(=O)C1CCCN1C(=O)OC(C)(C)C (stereo not given),1,-3.5,4,101,-3,21,-0.4,20,-2,4
C[C@@H](C(=O)N1CCNCC1)n1cc(CCC(=O)O)nn1,7,0.4,5,98,-2,-2,-0.2,10,-2,1
COc1cc2c(cc1NCc1ccc3c(c1)OCO3)oc1ccccc12,0,-2.1,-1,98,-1,-1,-0.1,0,3,8
CCCN1CCc2nc(SCC(=O)Nc3ccc(C)c(Cl)c3)[nH]c(=O)c2C1,2,0.8,4,101,-6,11,0.2,20,0,-10
O=C(/C=C/c1cccc2ccccc12)c1ccncc1,4,-1.9,-1,97,65*,3,-0.1,13,-1,11
CCC(C)NC(=O)c1cc2c(=O)n3cccc(C)c3nc2s1 (stereo not given),-1,1.4,4,97,0,-5,0.2,-2,-2,-4
CC1CCC(NC(=O)COc2ccc(C(=O)c3ccccc3)cc2)CC1 (stereo not given),-1,0.1,4,89,8,/,1.5,-7,6,-4
COc1ccc(C(=O)C2CCCN(Cc3cnc(N4CCOCC4)s3)C2)cc1F (stereo not given),-1,-0.9,1,97,-2,-3,0.0,2,-7,-1
Brc1ccc(CSc2nnc(-c3cccnc3)o2)cc1,-2,0.8,-2,94,-9,-13,0.3,11,2,5
Cc1ccc2c(c1)N(CCC(=O)NCc1ccco1)C(=O)CO2,0,0.9,-10,99,-1,-7,0.2,-3,1,-9
Cn1cccc1CC(=O)N/N=C/c1cccc([N+](=O)[O-])c1,0,-1.0,0,99,1,0,-0.1,5,0,-8
Cc1nc2ccc(C(=O)OCc3nnc(-c4ccccc4)o3)cc2nc1C,0,-1.9,-10,114,-2,/,-0.3,19,-1,-8
Nc1cc(=O)[nH]c(SCC(=O)Nc2ccc(S(=O)(=O)N3CCCCC3)cc2)n1,2,5.2,-1,97,-4,0,0.2,-1,15,2
O=C(NCc1ccccc1)N1CCN(c2ccccc2)CC1,1,-0.6,-18,99,1,-14,0.0,-4,2,-5
O=C(NN1CCOCC1)c1cnn2c(C(F)F)cc(-c3ccccc3)nc12,9,0.0,-8,94,-1,22,-0.3,1,-1,0
CCN(CCCNC(=O)C1CCN(S(=O)(=O)c2cnc[nH]2)CC1)c1ccccc1,0,0.2,3,96,9,5,0.3,17,-1,1
COc1cc([C@@H]2CC=C(C(=O)O)[C@H](c3ccc(Cl)cc3)N2S(=O)(=O)c2ccc(C)cc2)cc(OC)c1OC,3,1.4,-5,97,2,-2,0.0,10,8,-4
# Next part:
SMILES,N-glyco inh,MC4R barr agon,TLR9-MyD88 inh,ABCB6 inh MLPCN,ABHD5 PLIN5 PPI,Vif inh,aDG glyco up,MC4R antagonist,Exocytosis inh,NOD2 RIPK2 PPI
O=C1COc2ccc(C(=O)COC(=O)c3ccc4ccccc4n3)cc2N1,0,2.3,1,97,1,-1,0.0,-1,0,-13
CCN(c1cccc(C(F)(F)F)c1)S(=O)(=O)c1ccc2c(c1)CCN2C(=O)C1CC1,-10,-1.4,-8,72*,-8,-13,3.6,8,8,12
NS(=O)(=O)c1ccc(NC(=S)NNC(=O)CCC(=O)Nc2ccccc2Cl)cc1,-1,-3.4,-5,101,-1,-1,-0.4,10,-2,1
CCOC(=O)Cc1cnc(NC(=O)CSc2nc(N)cc(N)n2)s1,1,2.3,-2,96,1,-8,0.0,17,3,-1

# The list is partial (hit frequency here may not be typical).
